PGK inhibitor: inhibitors of T. brucei phosphoglycerate kinase; 0.043% of 380,000 active; PGK/GAPDH coupled, Kinase-Glo luminescence, 60 min; P07378; Potency, µM (series often up to 57.5 µM), inactives show at the top dose activity change, negative = inhibition, actives largely listed as inhibitors; AID 602233; also: % is scaled to controls: 0 for no effect and ±100 for the full control effect; nearly all actives have a fitted effect of over 60% in size
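Luminescent ATP detection (Kinase-Glo Plus) follows a 60-minute room-temperature incubation, with wells lacking PGK as controls. Buffer: 100 mM TEA (pH 7.6), 5 mM MgCl2, 0.01% Tween-20. Coupling enzyme GAPDH (100 nM final) supplies unstable 1,3-BPG in-well.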
GLS inhibitor: blocks human kidney-isoform glutaminase activity; Potency, µM (top dose mostly 45.5 µM), inactives show at the highest dose activity change, negative = inhibition, hits mostly inhibitors; O94925; 0.21% of 410,000 active; GLS enzymatic activity, qHTS titration; also: % is scaled to controls: 0 for no effect and ±100 for the full control effect
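Glutamate formation by hKGA was monitored fluorometrically using coupled glutamate oxidase, HRP and Amplex Red. Substrate was added as 1 mM L-glutamine solution; incubation was 30 min at RT after an initial read.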
BAZ2B block: blocks human BAZ2B; Q9UIF8; AlphaScreen BAZ2B-H3K14Ac peptide displacement; Potency, µM (top dose mostly 114 µM), for inactives: at the top dose activity change, negative = inhibition, hits mostly inhibitors; 4.4% of 360,000 active; also: % is scaled to controls: 0 for no effect and ±100 for the full control effect; nearly all actives have a fitted effect of over 60% in size
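Complex of BAZ2B and biotin-H3K14Ac (50 nM apiece) forms over 30 min at RT, then faces library compounds up to 110 uM for another 30 min; AlphaScreen beads added, 20 min dark incubation, luminescence read.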
POLI inh: inhibitors of human DNA polymerase iota. Q9UNA4. Pol iota fluorescent replication assay, 10 min. Potency, µM (doses to about 115 µM), for inactives: at the highest dose activity, negative = inhibition, usual class: inhibitors. 1% of 390,000 active. AID 588590
Target sequence (Q9UNA4 whole entry, looked up): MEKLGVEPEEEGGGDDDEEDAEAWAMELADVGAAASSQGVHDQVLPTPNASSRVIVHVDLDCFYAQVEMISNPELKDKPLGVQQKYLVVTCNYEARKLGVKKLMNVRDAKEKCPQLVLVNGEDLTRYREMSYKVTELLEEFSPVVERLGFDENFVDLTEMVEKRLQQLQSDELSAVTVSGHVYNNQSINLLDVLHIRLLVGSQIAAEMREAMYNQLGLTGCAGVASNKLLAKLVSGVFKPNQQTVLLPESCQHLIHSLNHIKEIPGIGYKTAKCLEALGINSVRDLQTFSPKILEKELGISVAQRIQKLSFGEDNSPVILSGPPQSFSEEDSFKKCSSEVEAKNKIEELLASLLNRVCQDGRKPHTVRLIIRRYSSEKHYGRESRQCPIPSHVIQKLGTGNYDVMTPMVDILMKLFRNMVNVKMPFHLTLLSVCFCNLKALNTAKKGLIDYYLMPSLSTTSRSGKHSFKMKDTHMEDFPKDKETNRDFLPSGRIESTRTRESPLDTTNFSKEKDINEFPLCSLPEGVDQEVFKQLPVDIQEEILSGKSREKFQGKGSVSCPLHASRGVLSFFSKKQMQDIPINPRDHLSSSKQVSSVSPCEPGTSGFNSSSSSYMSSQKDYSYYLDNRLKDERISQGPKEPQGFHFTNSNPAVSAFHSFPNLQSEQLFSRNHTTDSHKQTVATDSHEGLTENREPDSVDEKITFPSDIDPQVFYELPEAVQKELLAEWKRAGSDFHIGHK
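Pol iota at 10 nM preincubated 15 min with compounds at room temperature; reaction started with fluorescent substrate, 50 nM final. Fluorescence read kinetically at 0 and 10 min; buffer-only wells as negative control.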
G9a inh: G9a (human) methyltransferase inhibition; Q96KQ7; G9a H3K9 monomethylation, AlphaScreen, 2 h; Potency, µM (doses to about 102 µM), for the others: at the highest dose activity, negative = inhibition, actives largely listed as inhibitors; 8.8% of 350,000 active; AID 504332; also: % is scaled to controls: 0 for no effect and ±100 for the full control effect; nearly all actives have a fitted effect of over 75% in size
Target sequence (Q96KQ7 913-1193 limits assumed): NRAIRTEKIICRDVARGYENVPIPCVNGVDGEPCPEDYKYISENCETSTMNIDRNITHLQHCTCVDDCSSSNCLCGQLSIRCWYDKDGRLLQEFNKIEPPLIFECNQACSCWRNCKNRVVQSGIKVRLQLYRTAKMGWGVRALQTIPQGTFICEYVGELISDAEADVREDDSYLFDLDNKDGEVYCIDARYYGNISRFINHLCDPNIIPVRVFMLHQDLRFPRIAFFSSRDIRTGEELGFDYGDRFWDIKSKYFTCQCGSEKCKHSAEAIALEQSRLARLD
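Using a bead-based AlphaScreen, monomethylated H3K9 product from 2 h room-temperature reactions (G9a 20 nM, peptide 500 nM, SAM 20 uM) was detected with 0.5 ug/mL rabbit anti-H3K9me1 antibody.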
HP1b binding inh: inhibitors of HP1-beta chromodomain binding to methylated histone tails; AlphaScreen HP1-beta / biotin-H3K9me3 peptide binding; Potency, µM (titrated, usually from 114 µM), inactives show at the top dose activity change, negative = inhibition, actives largely listed as inhibitors; 0.56% of 390,000 active; also: nearly all actives have a fitted effect of over 70% in size; inactives centre near 23
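HP1-beta protein (50 nM final) preincubated 30 min at room temperature with biotinylated H3(1-18)K9me3 peptide (50 nM) in PBS pH 7.4, 0.01% Tween-20, then compound added for 30 min. AlphaScreen streptavidin donor/nickel chelate acceptor beads (10 ug/mL final), 30 min dark, luminescence read.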
JMJD2A Tudor inh: blocks the human JMJD2A Tudor domain; O75164; AlphaScreen JMJD2A-Tudor / H3K4me3 peptide binding; Potency, µM (top dose mostly 114 µM), for the others: at the highest dose activity change, negative = inhibition, actives largely listed as inhibitors; 4.4% of 390,000 active; AID 504339; also: % is scaled to controls: 0 for no effect and ±100 for the full control effect; nearly all actives have a fitted effect of over 50% in size
Pin1 inhibitor: human Pin1 inhibition. Q13526. Pin1 FP peptide displacement, HiFluor488, 10 min. Potency, µM (titrated, usually from 115 µM), without a hit: at the top dose activity, negative = inhibition, hits mostly inhibitors. 0.009% of 390,000 active; active = well fitted inhibition curve with a large enough effect in the polarisation, with a control signal flat, not every such curve was filed as active; inconclusive = small, poorly fitted or top-dose-only effect, or effect the other way, or a change in a side signal; inactive = no such curve, though single readings can be large or run the other way; the % refers to the polarisation; also: % is scaled to controls: 0 for no effect and ±100 for the full control effect
BLM helicase inh: inhibitors of human Bloom syndrome helicase BLM. P54132. recombinant BLM DNA unwinding, fluorescence dequenching. Potency, µM (titrated, usually from 56.1 µM), for inactives: top-dose activity change, negative = inhibition, most hits filed as inhibitors. 0.2% of 350,000 active. AID 2528;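 also: plate controls were vehicle for no effect and no enzyme for full effect; nearly all actives have a fitted effect of over 35% in size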
Active calls of the source: *; i = inactive; u = inconclusive; x = not tested or not shown; [ ] = dose if it differs, or a comment. Unless noted, calls follow the shape of the dose curve; as a rule, active = well fitted curve in the direction sought with a large enough effect; inconclusive = small, poorly fitted or top-dose-only effect, or another doubt; inactive = no such curve, though single readings can be large; an effect the other way counts as inactive or inconclusive. Potency is read from the fitted curve at half-maximal effect. An excerpt; the hit share may differ from the screen's.

canonical_smiles	PGK inhibitor	GLS inhibitor	BAZ2B block	POLI inh	G9a inh	HP1b binding inh	JMJD2A Tudor inh	Pin1 inhibitor	BLM helicase inh
O=C(c1ccc(F)cc1Cl)N1CCN(S(=O)(=O)c2cccs2)CC1	0%	7%	-10%	77%[activator]	48%	26%	-8%	-1%	-4%
CC(=O)N(c1nnc(-c2cccc(C)c2)s1)C1CCCC1	5%	6%	3%	-26%	x	61%[activator]	16%	8%	-11%
CCNc1nc(CN2CCOCC2)nc2sc3c(c12)CCC3	-1%	4%	-38%	10%	-3%[59 µM]	35%	-18%	3%	-8%
CC(C)C(=O)Nc1cccc(NC(=O)c2ccc(Cl)cc2Cl)c1	i	10%	-2%	2%	15%[59 µM]	13%	-4%	3%	-2%
Cc1cc(NC(=O)CN2C(=O)N(C)C3(CCCCC3)C2=O)ccc1Br	-1%	21%	4%	4%	-15%[59 µM]	31%	-26%	0%	x
CCCCC(Sc1nc(N)c(NC(=O)c2ccco2)c(=O)[nH]1)C(=O)O (stereo unspecified)	-6%	15%	-2%	25%	x	34%	4%	-3%	-8%
O=C(Nc1ccc2ccccc2c1)c1ccccc1F	-11%	3%	3%	-1%	x	36%	-6%	-1%	-3%
CCN(c1cccc(C)c1)S(=O)(=O)c1ccc(-c2ccc(=O)[nH]n2)o1	6%	0%	-18%	4%	2%	38%[activator]	-6%	8%	3%
Cc1ccc(C(=O)O)cc1-n1c(C)cc(C=O)c1C	-4%	-1%	79µM*	28µM*	u	15%	-30%	-2%	-4%
CC(=O)N1N=C(c2cccc(NS(C)(=O)=O)c2)CC1c1ccc2c(c1)OCO2 (stereo unspecified)	-9%	-4%	-10%	23%	-1%	20%	-17%	-1%	-6%
CCOC(=O)c1c(NC(=O)/C=C/c2ccco2)sc(C)c1C	i	7%	-7%	-6%	45µM*	21%	-14%	6%	0%
CCCCN1CCC(CN2C(=S)NC[C@@H]2CC(C)C)CC1	-1%	2%	x	-1%	x	14%	-13%	-12%	x
CCc1cc2c(=O)[nH]c(N3CCCC3)nc2s1	10%	3%	-10%	144%[activator]	-10%	19%	-4%	-2%	-10%
COc1cccc(-c2cc(C(F)(F)F)n3nc(C(=O)N4CCCCC4c4cccnc4)cc3n2)c1 (stereo unspecified)	-2%	-14%	-17%	39%[activator]	u	36%	-8%	1%	-5%
CC(C)c1ccc(C2c3c(-c4ccccc4O)n[nH]c3C(=O)N2CCc2ccccc2)cc1 (stereo unspecified)	-7%	-13%	-1%	32%[activator]	11%[59 µM]	31%	-9%	-7%	-8%
COC(=O)c1sccc1NC(=O)c1ccccc1F	0%	5%	16%	29%	20%	46%[activator]	-1%	3%	0%
NC(=O)c1ccsc1NC(=O)CS(=O)(=O)c1ccccc1	0%	-1%	8%	25%	-3%	41%[activator]	-9%	-3%	x
CCOC(=O)C1CCN(S(=O)(=O)c2ccc(Cl)cc2OC)CC1	-6%	-7%	6%	-7%	-4%	39%[activator]	6%	-27%	1%
O=c1ccc(-c2ccccc2)no1	-11%	2%	4%	35%[activator]	-18%	44%[activator]	-9%	-4%	-7%
Cc1cc(C)n(CC(O)CN2c3ccccc3Sc3ccccc32)n1 (stereo unspecified)	-3%	36%[activator]	50µM*	-6%	u	-37%	32µM*	-10%	-11%
COc1ccc(C)cc1S(=O)(=O)NC1CCCCCC1	-5%	-1%	-1%	49%[activator]	37%	41%[activator]	0%	2%	-2%
O=C(Nc1cccc(NC(=O)c2ccco2)c1)c1ccc([N+](=O)[O-])cc1	i	-4%	-4%	126%[activator]	u	30%	7%	7%	-4%
O=C(Cn1c(=O)[nH]c2ccsc2c1=O)NC1CCCCCC1	-14%	0%	-3%	10%	22%[59 µM]	17%	-15%	-3%	3%
COc1ccc(OC)c(C2N=C(N)Nc3nc4ccccc4n32)c1 (stereo unspecified)	3%	6%	-15%	15%	1%[59 µM]	21%	-12%	-1%	5%
CC(=O)N1CCOc2ccc(S(=O)(=O)N3CCC(C(=O)Nc4cc(C)cc(C)c4)CC3)cc21	1%	4%	-22%	14%	17%	27%	-19%	1%	-5%
O=C(Nc1ccn(CCCNCCN2CCOCC2)c(=O)n1)OCc1ccccc1	0%	4%	x	16%	x	34%	-12%	-11%	x
O=C(CNS(=O)(=O)c1ccc(Br)s1)N1CCN(C(=O)c2ccco2)CC1	x	6%	-3%	-10%	-32%	9%	-12%	5%	1%
Cc1c(Cl)cccc1NC(=S)NCCC(C)C	-4%	4%	2%	u	5%	35%	-12%[11.4 µM]	2%	-4%
Cc1ccc(CN2CC(=O)N3[C@H]4c5cc(Cl)ccc5OC[C@@H]4[C@H](c4ccccc4)[C@]3(C)C2=O)cc1	4%	4%	-2%	-24%	28%[2.33 µM]	23%	-30%	36%[activator]	x
O=C1C2C3C=CC(C3)C2C(=O)N1c1cccc(N2C(=O)C3C4C=CC(C4)C3C2=O)n1 (stereo unspecified)	23%	-1%	-1%	38%[activator]	-26%[59 µM]	28%	-4%	-8%	-3%
NNC(=O)c1nc(Cl)c(Cl)c(N)c1Cl	-5%	10%	-26%	4%	u	22%	-12%	-3%	-2%
N#CCCN(C(=O)COC(=O)CNC(=O)c1ccc(-c2ccccc2)cc1)c1ccc(F)cc1	1%	3%	-1%	9%	u	9%	-17%	5%	x
CS(=O)(=O)N1N=C(c2ccc(Br)cc2)CC1c1ccc2c(c1)OCO2 (stereo unspecified)	-7%	13%	-32%[57.1 µM]	16%	36%[0.501 µM]	14%	-4%	74%[activator]	-5%
CCCN1CCN(C(=S)NCc2ccc(Cl)cc2)CC1	-9%	4%	4%	28%	x	35%	-21%	-4%	-2%
CCc1ccc(NC(=O)c2sc3nc(-c4ccccc4)cn3c2C)cc1	-3%	-7%	7%	-28%	-2%[59 µM]	28%[57 µM]	-8%	19%	2%
O=C(CN(C(=O)CCC(=O)Nc1nccs1)c1cccc(F)c1)NCCc1ccccc1	5%	u	1%	103%[activator]	16%	17%	9%	6%	-5%
O=C(CSc1nc(=O)n(Cc2ccncc2)c2c1CCC2)Nc1ccccc1	1%	9%	5%	3%	4%[59 µM]	24%	5%	-7%	-3%
COCCN(CCOC)Cc1c(O)ccc2c1O/C(=C\c1ccc(C)o1)C2=O	i	1%	u	u	1µM*	-31%	-25%	u	-4%
O=c1[nH]c(-c2ccco2)nc2sc3c(c12)CCCC3	0%	13%	11%	u	4%[59 µM]	30%	-6%	2%	3%
COc1nc(C)c2cc(C)oc2n1	-1%	-4%	0%	100%[activator]	16%[59 µM]	34%	-4%	1%	2%

Record cards (already shown). Order of values: PGK inhibitor, GLS inhibitor, BAZ2B block, POLI inh, G9a inh, HP1b binding inh, JMJD2A Tudor inh, Pin1 inhibitor, BLM helicase inh
NNC(=O)c1nc(Cl)c(Cl)c(N)c1Cl across the screens: -5%, 10%, -26%, 4%, u, 22%, -12%, -3%, -2%
CCCN1CCN(C(=S)NCc2ccc(Cl)cc2)CC1 across the screens: -9%, 4%, 4%, 28%, x, 35%, -21%, -4%, -2%

More compounds follow.
canonical_smiles	PGK inhibitor	GLS inhibitor	BAZ2B block	POLI inh	G9a inh	HP1b binding inh	JMJD2A Tudor inh	Pin1 inhibitor	BLM helicase inh
CCOC(=O)C1=C(C)NC(C)=C(C(=O)OCC)C1C(=O)OCC(=O)N(C)C1CCS(=O)(=O)C1 (stereo unspecified)	i	-7%	-3%	68%[activator]	14%	38%	-6%	-8%	-2%
CCOc1ccc(OCC)c(NS(=O)(=O)c2cn(C)cn2)c1	-8%	3%	-35%	-15%	0%	18%	-15%	1%	-7%
O=C1N=C(N2CCCCC2)S/C1=C\c1ccc(Cl)cc1	1%	9%	3%	-5%	-11%	24%	-12%	-4%	0%
O=C(Cc1ccccc1Cl)c1ccccc1	6%	6%	x	9%	x	28%[57 µM]	40%[activator]	-1%	x
O=C(NCCN1CCOCC1)Nc1ccccc1	-7%	9%	-4%	16%	4%	26%	0%	-1%	3%
Cc1c(-c2cc(Br)ccc2O)nc2cc3c(cc2c1C)OCO3	-1%	2%	-20%	u	45µM*	25%	-33%	u	-10%
Cc1cc(C(=O)NN)c(C)o1	7%	9%	-22%	-11%	-7%	35%	-11%	1%	0%
CCOc1ccc(NC(=O)c2cc3cc4cc(OC)ccc4nc3s2)cc1	3%	-6%	0%	-2%	3%[59 µM]	15%	-12%	13%	-4%
CCN=C1SC(C(=O)Nc2cccc(C(=O)O)c2)CC(=O)N1CC (stereo unspecified)	-4%	3%	7%	24%	u	53%[activator]	-30%	0%	-4%
O=[N+]([O-])c1ccc2nc(-c3ccccn3)[nH]c2c1	-16%	-10%	u	37%[activator]	4%	36%	-27%	-6%	1%
CCOC(=O)C(/C=N/c1cc(C)nn1-c1ccccc1)=C(\C)O	-4%	16%	-4%	36%[activator]	26%	21%	5%	-1%	-4%
CC(=O)c1cc2cc(O)ccc2o1	i	-9%	-30%	13%	u	25%	1%	1%	2%
O=C1C2=C(Nc3ccccc3SC2c2ccc(Cl)c(Cl)c2)c2ccccc21 (stereo unspecified)	-8%	-4%	x	4%	13µM*	u	8.9µM*	5%	-8%
CCOc1ccc(-n2c(SCC(=O)Nc3cccc(Cl)c3)nc3c(oc4ccccc43)c2=O)cc1	3%	-6%	2%	7%	-5%[59 µM]	14%	-18%	4%	-7%
NS(=O)(=O)c1ccc(CCNC(=O)CSc2nnc3ccccn23)cc1	-7%	6%	x	17%	10%	17%	-7%	0%	3%
O=C(O)c1ccc2c(c1)N(Cc1ccccc1)C(=O)c1ccccc1S2	-1%	8%	-19%	15%	-40%	9%	7%	3%	2%
c1ccc(-n2ncc3c(NC4CCCCCC4)ncnc32)cc1	7%	-1%	-7%	-2%	-9%[59 µM]	86%[activator]	-4%	u	-10%

Assay outcomes deposited in PubChem by National Center for Advancing Translational Sciences (NCATS).
